AMA1-RON2 inh = qHTS for Inhibitors of AMA1-RON; Towards Development of Antimalarial Drug Lead: Primary Screen. AlphaScreen AMA1-biotinylated RON2 peptide binding. Potency, µM (series often up to 58.2 µM), for the others: top-dose activity change, negative = inhibition, actives largely listed as inhibitors. 360,000 tested, 0.2% active. AID 720542, 2013;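 further: potency means the concentration at half of the fitted maximal effect; 0% = vehicle wells and -100% = peptide control; nearly all actives have a fitted effect of over 45% in size; some results filed as inactive show a strong effect at the top dose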
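AMA1 (3D7) with his tag at 25 nM final met compounds first, then biotinylated RON2 peptide at 25 nM; detection used donor plus acceptor beads, 10 µg/mL apiece, read by AlphaScreen after 30 min at room temperature.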
HCMV antiviral = qHTS Assay for inhibitors of the human cytomegalovirus (HCMV); HFF cells, HCMV-luciferase reporter, 72 h; hits give low values; activity change, negative = inhibition, % at 57.5 µM; 410,000 tested, 4.5% active; AID 1259415, 2018; in the data active means activity change below about -60%; inconclusive means no clear call, values can overlap the other calls; inactive means above about -39%
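Screen run at 2 compound doses on HFFs infected with reporter HCMV, MOI 1 PFU/cell. Luciferase activity from cell lysates at 72 h post infection gave inhibition relative to buffer-only and Salinomycin wells.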
Giardia FBPA inh = qHTS Assay for Inhibitors of Fructose-1,6-bisphosphate Aldolase from Giardia Lamblia. A8B2U2. purified Giardia FBPA. Potency, µM (titrated, usually from 59.6 µM), without a hit: top-dose activity, negative = inhibition, hits mostly inhibitors. 290,000 tested, 0.71% active. AID 2451, 2010; further: potency means the concentration at half of the fitted maximal effect; nearly all actives have a fitted effect of over 55% in size
Target sequence (A8B2U2 whole entry, looked up): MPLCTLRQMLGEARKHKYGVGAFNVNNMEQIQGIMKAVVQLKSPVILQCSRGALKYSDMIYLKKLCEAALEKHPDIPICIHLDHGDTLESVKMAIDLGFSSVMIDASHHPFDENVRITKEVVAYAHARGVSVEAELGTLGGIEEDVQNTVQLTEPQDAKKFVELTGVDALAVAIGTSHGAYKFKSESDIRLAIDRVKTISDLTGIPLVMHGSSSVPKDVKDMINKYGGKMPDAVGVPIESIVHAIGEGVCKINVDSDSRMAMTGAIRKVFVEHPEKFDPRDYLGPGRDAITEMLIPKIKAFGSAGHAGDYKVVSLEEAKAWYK
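40 nM FBPA preincubated 10 min at RT with compound (up to 57.5 uM final), then substrate plus GAPDH/TPI/NAD/arsenate coupling and diaphorase/resazurin added. Fluorescence read after 20 min at RT, 525/598 nm.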
AmpC detergent = qHTS Inhibitors of AmpC Beta-Lactamase (assay with detergent); AmpC hydrolysis of nitrocefin, absorbance 480 nm, 0.01% Triton; AID 485294, 2010; Potency, µM (top dose mostly 114 µM), for the others: at the highest dose activity change, negative = inhibition, usual class: inhibitors; P00811; 370,000 tested, 0.041% active;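 further: potency means the concentration at half of the fitted maximal effect; 0% = no-compound wells and -100% = no-enzyme wells; nearly all actives have a fitted effect of over 25% in size; some results filed as inactive show a strong effect at the top dose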
Target sequence (P00811 whole entry, looked up): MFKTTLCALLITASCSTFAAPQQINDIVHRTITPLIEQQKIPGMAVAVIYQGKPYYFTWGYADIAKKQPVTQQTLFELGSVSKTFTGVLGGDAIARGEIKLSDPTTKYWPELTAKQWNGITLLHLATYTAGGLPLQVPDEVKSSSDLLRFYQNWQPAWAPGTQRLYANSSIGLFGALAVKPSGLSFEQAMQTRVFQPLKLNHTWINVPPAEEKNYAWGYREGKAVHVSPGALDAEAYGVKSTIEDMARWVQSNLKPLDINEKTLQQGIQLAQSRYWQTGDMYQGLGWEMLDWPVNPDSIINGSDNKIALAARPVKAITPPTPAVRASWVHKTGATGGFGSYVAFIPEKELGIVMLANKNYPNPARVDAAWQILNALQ
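20 mM phosphate pH 7.0 + 0.01% (detergent screen) or 0.0001% Triton X-100; 5.3 nM AmpC reagent; cpd preinc 15 min RT; nitrocefin (800 uM stock) to start; A480 q20 s × 4 min; Activity was normalised to no-enzyme and no-compound control wells.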
AmpC inh no detg = qHTS Inhibitors of AmpC Beta-Lactamase (assay without detergent); P00811; Potency, µM (series often up to 57.1 µM), for inactives: top-dose activity change, negative = inhibition, hits mostly inhibitors; 330,000 tested, 0.52% active; AID 485341, 2010; AmpC nitrocefin hydrolysis, absorbance 480 nm, 0.0001% Triton;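 further: potency means the concentration at half of the fitted maximal effect; plate controls were no compound for no effect and no enzyme for full effect; nearly all actives have a fitted effect of over 20% in size; some results filed as inactive show a strong effect at the top dose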
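AmpC (5.3 nM in the dispensed reagent) in 20 mM phosphate pH 7.0 with 0.01% (detergent screen) or 0.0001% Triton X-100 was preincubated with compounds for 15 min at room temperature. Nitrocefin was then added from an 800 uM solution, and hydrolysis was followed at 480 nm.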
Sm TGR block = qHTS Assay for the Inhibitors of Schistosoma Mansoni Peroxiredoxins; Schistosoma mansoni thioredoxin glutathione reductase (TGR), Q962Y6; purified TGR, DTNB reduction, TNB absorbance 405 nm; Potency, µM (titrated, usually from 114 µM), for inactives: at the highest dose activity change, negative = inhibition, usual class: inhibitors; 360,000 tested, 3% active; further: potency means the concentration at half of the fitted maximal effect; nearly all actives have a fitted effect of over 60% in size
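TGR 20 nM + NADPH 100 uM (dispensed conc.), cpd preinc 15 min RT; start with NADPH (500 uM addition) then DTNB (15 mM addition). Kinetic TNB absorbance, 405 nm filter. Four-parameter Hill fit across titration.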
* = called active by the depositor; ? = inconclusive; · = no result given; & = joins results of further samples; [ ] = remark or other dose. Unless noted, the call rests on the fitted dose curve; in most records, active means well fitted curve in the direction sought with a large enough effect; inconclusive means small, poorly fitted or top-dose-only effect, or another doubt; inactive means no such curve, though single readings can be large; an effect the other way counts as inactive or inconclusive. Unless noted, on the % scale 0 is the no-effect control and ±100 the full control effect.

Sample of the layout, two compounds:
compound	AMA1-RON2 inh	HCMV antiviral	Giardia FBPA inh	AmpC detergent	AmpC inh no detg	Sm TGR block
COc1cccc(-n2cnnn2)c1	-3%	-5	1%	0%	·	23%
CC(=O)Nc1ccc(OCC(O)Cn2cccn2)cc1 (centres undefined)	-12%	-11	0%	-12%	-10%	4%

The whole of this part (from the top)
compound	AMA1-RON2 inh	HCMV antiviral	Giardia FBPA inh	AmpC detergent	AmpC inh no detg	Sm TGR block
COc1cccc(-n2cnnn2)c1	-3%	-5	1%	0%	·	23%
CC(=O)Nc1ccc(OCC(O)Cn2cccn2)cc1 (centres undefined)	-12%	-11	0%	-12%	-10%	4%
Cc1c(Cl)cccc1NC(=O)C(=O)NCCc1csc(-c2cccc(F)c2)n1	·	-10	·	15%	·	-1%
CSc1ccccc1NC(=O)c1ccc(N2CCCC2=O)cc1	2%	-13	·	-1%	-9%	-23%
COCCn1c(N)c(S(=O)(=O)c2cccs2)c2nc3ccccc3nc21	2%	·	8%	?	-46%	-5%
CCc1ccccc1Nc1cc(C(=O)NCc2ccc(C)cc2)c2ccccc2n1	·	1	·	8%	·	-1%
Cc1ccc(NC(=O)C2(N(C(=O)Cn3nnnc3N)c3ccc(C)cc3)CCCCC2)cc1	-4%	-14	-4%	-6%	16%	-15%
O=C(CSc1ccc(F)cc1)Nc1ccc(Br)cc1	18%	16	0%	2%	-31%	2%
CCOc1ccc2nc(NCCNS(=O)(=O)c3ccccc3)c(C#N)cc2c1	-1%	-1	-15%	1%	-27%	-36%
CCOC(=O)c1sc2nc(CC(=O)OC)nc(NCc3ccc(F)cc3)c2c1C	2%	-16	·	-4%	-10%	18%
COc1ccc(CNS(=O)(=O)c2cn(C)c(=O)n(C)c2=O)cc1	-13%	-2	·	3%	-11%	2%
CC1CCCCC1NC(=O)CCS(=O)(=O)c1ccc(Cl)cc1 (centres undefined)	1%	25	·	·	7%	·
O=C(CSCc1cc(=O)n2ccsc2n1)Nc1ccc(F)cc1	9%	-16	·	-1%	-9%	3%
CC(C)Cn1c(=O)c(C(=O)Nc2ccccc2S(N)(=O)=O)c(O)c2ccccc21	39%[activator]	-24	-5%	?	-40%	0%
O=C(c1cccc(Cl)c1)N(Cc1ccco1)Cc1ccccc1Cl	·	-39	·	22%	·	6%
CC1=C(C(=O)OC(C)C)C(c2ccc3c(c2)OCO3)NC(=O)N1 (centres undefined)	-4%	-28	8%	7%	-7%	-2%
CCOc1ccc(NC(=O)c2cnn3c2NC(c2ccccc2)=CC3c2cccc(OC)c2OC)cc1 (centres undefined)	·	-26	·	19%	·	-2%
COc1ccccc1NC(=O)CNC(=O)c1ccccc1C	3%	15	3%	?	-18%	2%
O=C(NC1CCCc2c1cnn2-c1cc(F)cc(F)c1)c1cc[n+]([O-])cc1 (centres undefined)	11%	16	-1%	-1%	19%	-7%
COC(=O)c1ccc(NC(=S)NCc2ccco2)cc1	-5%	?	0%	-3%	0%	?
CCOC(=O)N1CCN(C(=O)CNC(=O)c2nn(-c3ccc(OC)c(Cl)c3)c(=O)c3ccccc23)CC1	-8%	4	-2%	-1%	126%[activator]	-10%
COc1cc2c(cc1OC)C(C)NCC2 (centres undefined)	-5%	?	1%&-3%	-8%	-1%	8%
CCc1c(C)sc2nc3c(C(=O)N4CCOCC4)cc(C(=O)c4cc(F)ccc4O)cn3c(=O)c12	-12%	-10	-12%	-8%	119%[activator]	-3%
Cc1csc(=Nc2c(C)n(C)n(-c3ccccc3)c2=O)n1-c1ccccc1	-3%	?	0%	7%	-4%	15%
Cc1cccc(NC(=O)N2CCC(CN3CCOCC3)CC2)c1C	·	-5	·	22%	·	4%
CCCOc1ccc(OCCNC2CCCC2)cc1	?	21	?	-6%	80%[activator]	0%
CCOC(=O)c1sc2nc(C)nc(NCc3ccc(F)cc3)c2c1C	13%	?	7%	0%	1%	8%
CCSc1ncc(Cl)c(C(=O)Nc2ccc(S(=O)(=O)Nc3onc(C)c3C)cc2)n1	7%	13	?	-1%	-20%	1%
CCCn1c2ccccc2c2cnn(CC(=O)N3CCN(C4CCCCC4)CC3)c(=O)c21	-13%	·	20%	-3%	76%[activator]	-8%
CCN1C[C@@H]2[C@@H]3C(=O)N(Cc4ccccc4)C(=O)[C@@H]3[C@](CC)(C1=O)N2C(=O)c1ccc(C(F)(F)F)cc1	49%[activator]	27	·	·	230%[activator]	·
CCOc1ccc2ccccc2c1/C=N/NC(=O)c1ccc(C)nc1	9%	-32	-12%	-5%	52%	2%
COC(=O)c1cccc(C(=O)Nc2ccc(C)cc2)n1	3%	2	-4%	-1%	-2%	-8%
CC1CN(Cc2cc(=O)oc3cc(O)ccc23)CC(C)O1 (centres undefined)	-7%	-6	2%	-2%	17%	-17%
O=C(COC(=O)CC(NC(=O)c1ccccc1Cl)c1ccccc1)Nc1cccc(F)c1 (centres undefined)	-1%	47	-5%	-5%	-33%	-1%
Nc1c(C(=O)NCCN2CCOCC2)c2nc3ccccc3nc2n1Cc1ccco1	0%	-16	-12%	?	171%[activator]	?
Cc1[nH]c2ccc(-c3nnc(SCC(=O)c4ccc(F)cc4)o3)cc2c1C	-3%	?	5%	?	-1%	5%
CCOC(=O)C1CCCN(c2c(Nc3ccc(OCC)cc3)c(=O)c2=O)C1 (centres undefined)	-5%	4	-2%	?	-8%	-9%
CCOC(=O)c1oc2ccccc2c1NC(=O)c1ccc(S(=O)(=O)N(C)C)cc1	6%	-28	1%	-11%	-4%	-14%
CCN(CC)S(=O)(=O)c1cc(C(=O)Nc2ccncc2)ccc1Cl	6%	-87*	2%	1%	-42%	8%
CCOc1ccc(C2C(C(=O)c3cccs3)=C(O)C(=O)N2Cc2cccnc2)cc1OC (centres undefined)	-15%	-16	-17%	6%	-19%	0%
Cc1[nH]c2c(ccc3cccnc32)c1C	?	-10	-14%	-2%	-13%	-17%
Cc1cc(C)nc(N2CCC(C(=O)Nc3ccc4c(c3)OCCO4)CC2)n1	-1%	-19	4%	4%	-4%	-3%
CCOC(=O)c1[nH]c2c(c1Cc1ccccc1OC)C(=O)CC(c1ccc(OCC)cc1)C2 (centres undefined)	·	-18	·	5%	·	5%
Cc1ccccc1NS(=O)(=O)c1ccc2oc(=O)ccc2c1	-1%	71	0%	?	50%	1%
Cc1ccc(NC(=O)CSc2nnc(-c3cnccn3)n2Cc2ccco2)cc1C	-6%	-15	1%	-12%	41%	?
COc1ccc(-c2cn3nc(N4CCC(C(=O)Nc5cc(Cl)ccc5C)CC4)sc3n2)cc1	·	?	·	4%	·	-5%
Cc1[nH]n(C(N)=S)c(=O)c1N=Nc1cccc(C(F)(F)F)c1	117%[activator]	-9	24%	2%	-21%	-1%
O=C(Nc1ccc(Cl)c(Cl)c1)C1CC(=O)N(c2ccc(Br)cc2)C1 (centres undefined)	-6%	-16	-2%	7%	-4%	-1%
CCCCC1C2=C(CC(C)(C)CC2=O)OC2=C1C(=O)CC(C)(C)C2	22%[2.32 µM]	-29	5%	-5%	64%[activator]	-8%
C/C(=N/Nc1ncc(C(F)(F)F)cc1Cl)c1ccncc1	86%[activator]	-36	?	4%	12%	10%
COC(=O)c1c(-c2cccs2)csc1NC(=O)c1cc(OC)c(OC)c(OC)c1	·	-32	·	5%	·	0%
C=CCNC(=O)c1ccc(OC)cc1	-4%	-28	4%	4%	-15%	33%
CCCC(=NCCc1c(C)[nH]c2ccccc12)C1=C(O)CC(c2ccccc2)CC1=O (centres undefined)	?	?	-2%	-7%	-51%	-8%
Fc1ccc(-c2csc(N3CCSCC3)n2)cc1	?	-26	-3%	-17%	-15%	1%
COc1cccc(-c2nc(-c3ccc(NC(=O)c4cccnc4)cc3)no2)c1	-7%	-6	-4%	-12%	-21%	0%
O=C(NCc1cccc(F)c1)c1ccc2nc(CCc3ccccc3)oc2c1	·	68	·	0%	·	4%
CC(C)C(C)NC(=O)CN1C(=O)NC(c2ccccc2)(c2ccccc2)C1=O (centres undefined)	-10%	-28	6%	-14%	3%	1%
COC(=O)c1ccc(C)c(NS(=O)(=O)c2ccc3c(c2)OCCO3)c1	1%	·	7%	-13%	-22%	-2%
CC(NC(=O)c1ccc2c(c1)CCN2S(=O)(=O)c1ccc(Cl)cc1)c1ccccc1 (centres undefined)	·	-2	·	24%	·	1%
Cc1cccc2nc(CSc3ccccc3C(=O)O)cn12	0%	84	-28%	2%	-13%	0%

New compounds follow:
compound	AMA1-RON2 inh	HCMV antiviral	Giardia FBPA inh	AmpC detergent	AmpC inh no detg	Sm TGR block
Cc1ccc(NC(=O)CCNS(=O)(=O)c2ccc3c(c2)oc(=O)n3C)cc1C	33%[activator]	28	1%	-1%	-23%	1%
O=C(Cn1cncn1)N/N=C/c1cccc2ccccc12	13%	-23	-8%	-10%	-13%	-5%
O=C1OCC/C1=C\OCCCO/C=C1\CCOC1=O	-8%	66	0%	0%	-4%	4%
Cc1ccc2c(c1)cc(CN(Cc1cccs1)C(=O)c1ccco1)c1nnnn12	-9%	-28	6%	-13%	-16%	6%
N=c1sccn1CC(=O)Nc1cccc(S(N)(=O)=O)c1	7%	0	-6%	-7%	-14%	-9%
CCOc1ccc(NC(=O)Cn2cc(C(=O)c3ccc(C)cc3)c(=O)c3cc4c(cc32)OCCO4)cc1	·	12	·	6%	·	2%
COC(=O)CSc1nnnn1-c1cccc2ccccc12	-2%	-11	-7%	5%	-6%	-2%
COC(=O)c1cc(S(=O)(=O)N2CCN(c3ccc(F)cc3)CC2)cn1C	5%	-32&-24	·	0%&1%	29%	-7%&9%
Cc1c(C(=O)N2CCCCC2)c(S(=O)(=O)N2CCN(c3ccc(F)cc3)CC2)c(C)n1C	0%	15	8%	0%	140%[activator]	1%

Screening data (PubChem)
